Screening data deposited in PubChem BioAssay by several laboratories.
Rv3671c protease – Rv3671c (M. tuberculosis) protease inhibition; P9WHR9; inhibition, % at 5.96 µM; hit rate 0.048% among 320,000; AID 2606; in the data active = inhibition above about 38%;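 note: extracellular domain of Rv3671c used as enzyme; 0% = enzyme with DMSO and 100% = no enzyme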
3CLpro inhibitor – SARS-CoV 3CLpro protease inhibition; AID 1706; inhibition, % at 6 µM; hit rate 0.14% among 290,000; recombinant SARS-CoV 3CLpro, quenched FRET peptide cleavage; P0C6X7; in the data active = inhibition above about 12%
Vc quorum ag – induces V. cholerae light production without autoinducers | V. cholerae BH1578 lux reporter, luminescence, 6 h | activation, % at 18.7 µM | hit rate 0.16% among 350,000; in the data active = activation mostly above about 9.7%, no sharp cut-off; note: not every result past the cut was called active; inactives centre near 0; reference of the scale not given here
Yp Topo-I inh – Y. pestis Topo-I inhibition via cleavage products; AID 504884; hit rate 0.064% among 360,000; Y. pestis Topo-I cleavage product accumulation, plate reader; activity, % at 10 µM; in the data active = activity above about 50%, passing the limit was not always enough; note: inactives centre near 2
MazF activator – increases E. coli MazEF RNase cleavage of RNA; activation, % at 20 µM; FAM/BHQ RNA-DNA oligo cleavage fluorescence, 5 h; hit rate 0.32% among 350,000; AID 504720; in the data active = activation above about 50%
Anthrax LF inh2 – blocks Bacillus anthracis lethal factor protease; P15917; hit rate 0.12% among 360,000; inhibition, % at 10 µM; multiplex microsphere protease cleavage assay, LF; AID 588501; in the data active = inhibition above about 30%; note: plate controls were buffer without enzyme for full effect and enzyme alone for no effect
Target sequence (P15917 whole entry, looked up): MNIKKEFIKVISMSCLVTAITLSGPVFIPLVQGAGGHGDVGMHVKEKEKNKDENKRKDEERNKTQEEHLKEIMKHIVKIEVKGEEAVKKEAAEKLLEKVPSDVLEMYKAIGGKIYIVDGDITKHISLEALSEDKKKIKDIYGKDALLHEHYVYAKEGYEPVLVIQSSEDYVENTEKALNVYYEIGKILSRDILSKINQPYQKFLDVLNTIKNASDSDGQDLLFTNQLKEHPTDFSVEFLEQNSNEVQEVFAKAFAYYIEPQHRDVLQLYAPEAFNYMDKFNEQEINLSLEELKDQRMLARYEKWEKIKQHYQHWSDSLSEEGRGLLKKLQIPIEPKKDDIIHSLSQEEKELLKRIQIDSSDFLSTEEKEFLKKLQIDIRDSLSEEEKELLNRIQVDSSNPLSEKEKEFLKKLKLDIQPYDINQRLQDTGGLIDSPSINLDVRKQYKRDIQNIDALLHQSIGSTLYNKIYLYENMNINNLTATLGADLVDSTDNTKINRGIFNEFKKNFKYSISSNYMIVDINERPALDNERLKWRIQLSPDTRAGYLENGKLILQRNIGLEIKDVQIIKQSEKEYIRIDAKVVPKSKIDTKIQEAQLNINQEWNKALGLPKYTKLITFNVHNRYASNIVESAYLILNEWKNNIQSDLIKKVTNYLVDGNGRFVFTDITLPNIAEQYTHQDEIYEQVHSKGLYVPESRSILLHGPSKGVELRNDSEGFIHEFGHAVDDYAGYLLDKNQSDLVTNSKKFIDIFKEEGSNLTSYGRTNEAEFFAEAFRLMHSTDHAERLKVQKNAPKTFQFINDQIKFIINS
SSB-PriA inh – blocks PriA binding to SSB C-terminal tail. AlphaScreen SSBct-PriA binding, biotinylated peptide. inhibition, % at 33 µM. hit rate 0.6% among 430,000. AID 1272365; in the data active = inhibition mostly above about 37%, no sharp cut-off; inactive = mostly below about 20%;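 note: plate controls were negative control peptide for no effect and reference peptide for full effect; strong numbers were not always called active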
DUSP3 inh – blocks human VHR1 dual specificity phosphatase. P51452. recombinant VHR phosphatase, pNPP absorbance. inhibition, % at 13.3 µM. hit rate 0.52% among 290,000; in the data active = inhibition above about 50%; note: some compounds called inactive have numbers as strong as hits
Target sequence (P51452 whole entry, looked up): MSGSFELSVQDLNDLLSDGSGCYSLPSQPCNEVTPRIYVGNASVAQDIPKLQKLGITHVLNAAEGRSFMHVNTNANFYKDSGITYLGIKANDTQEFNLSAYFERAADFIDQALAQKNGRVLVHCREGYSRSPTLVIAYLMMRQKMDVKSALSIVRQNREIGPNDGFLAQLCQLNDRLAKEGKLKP
TcdB inh – inhibitors of Clostridioides difficile toxin B glycohydrolase. P18177. TcdB glycohydrolase enzymatic assay, plate reader. inhibition, % at 9.99 µM. hit rate 0.24% among 350,000; in the data active = inhibition above about 10%
PfHsp40 rescue – restores yeast growth despite PfHsp40 toxicity; growth rescue, % at 12.5 µM; AID 504582; S. cerevisiae expressing PfHsp40, growth rescue, ATP luminescence; hit rate 0.68% among 340,000; in the data active = growth rescue above about 28%, passing the limit was not always enough;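 note: yeast W303a lacking pdr1 and pdr3 grown in galactose medium; growth measured after three days at 30 °C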
Starred values were filed as active, the others as inactive; i = inactive; nt = not tested or not shown; & = joins results of further samples. This is a subset; the hit share may differ from the screen's.

Value order: Rv3671c protease	3CLpro inhibitor	Vc quorum ag	Yp Topo-I inh	MazF activator	Anthrax LF inh2	SSB-PriA inh	DUSP3 inh	TcdB inh	PfHsp40 rescue
> CCN(CC)S(=O)(=O)c1cc(C(=O)Nc2cc(S(=O)(=O)N3CCOCC3)ccc2N2CCN(C)CC2)ccc1C
  nt	nt	i	-1	4	-2	-11	nt	-0.3	-0.4
> CCOC(=O)C1=C(COC(=O)C2CC(=O)N(c3ccc(CC)cc3)C2)NC(=O)NC1C (stereo not given)
  1	nt	-0.8	-9	1	14	0	nt	0.5	0.8
> CN1CCN(C(=O)C2=C[C@H](c3csc4ccccc34)C[C@H](OCCCCO)O2)CC1
  2	-1	i	1	1	-5	-4	21	0.7	-1.1
> CN1CCC(C)(C(=O)Nc2cccc(Oc3ccccc3)c2)C1 (stereo not given)
  nt	nt	-0.3	-3	nt	-3	nt	nt	-0.5	nt
> O=C(COc1ccccc1Cl)N1CCN(c2ccccn2)CC1
  0	nt	-10	-2	-5	0	-8	nt	2.4	0.3
> CCCCOc1ccc(NC(=O)CCSc2nccn2C)cc1
  1	-3	i	9	5	-2	15	22	1.9	-2.2
> Nc1ccn(Cc2ccccc2)n1
  -11	1	i	0	-2	0	-10	5	-0.5	0.8
> Cc1ccc(Nc2nnc(SCC(=O)Nc3cccc(S(=O)(=O)NC4=NCCCCC4)c3)s2)cc1
  -16	3	i	-4	-3	0	-2	8	1.0	-0.4
> COc1cc(C(C)=O)ccc1OCC(O)CN1CCN(c2c(C)cccc2C)CC1 (stereo not given)
  -5	0	-0.3	9	-6	-10	-8&-13	23	2.0	-0.2
> CC(=N\Nc1ccc(Cl)cc1)/C(=N/O)C(=O)Nc1ccccc1
  4	1	i	6	2	-2	nt	-8	nt	-0.7
> O=C(CN1C(=O)S/C(=C\c2ccccc2F)C1=O)NCCCn1ccnc1
  3	-4	-0.3	-9	1	-2	3	20	1.3	-0.8
> C(=N\NC1=Nc2cccc3cccc1c23)/c1ccccn1
  nt	-4	-0.3	9	9	-10	nt	17	0.8	327*
> CCc1nc2ccc(C(=O)N3CCN(c4ccc(Cl)cc4)CC3)cc2nc1CC
  4	7	i	22	-4	-3	11	2	1.2	3.7
> Cn1cc(C(=O)NCc2ccc(F)cc2)c(=O)c2cc(S(=O)(=O)N3CCCCC3)ccc21
  -7	4	-0.1	13	-6	1	-5	0	6.5	-1.7
> CCN(CC)CCn1c(C)nc2c(sc3nc4c(cc32)COC(C)(C)C4)c1=O
  7	-2	nt	nt	-14	nt	10	17	nt	nt
> Cc1ccc(C(=O)Nc2nnc(-c3cccs3)s2)cc1C
  -6	2	i	-2	-7	-3	-4	39	nt	0.3
> CCn1cc(C(=O)OCC(=O)NCc2ccccc2Cl)c(=O)c2ccc(C)nc21
  8	4	0.0	5	0	-1	-13	13	1.9	1.1
> Cc1cc(C(=O)Nc2ccc(CC(=O)O)cc2)c(C)o1
  -7	-10	i	7	-12	2	-3	26	-0.5	-1.4
> CCCCC(=O)N(C)c1c(CC)nc2c(OCC(=O)N(C)C)cccn12
  nt	nt	-0.6	3	nt	-7	nt	nt	-0.9	nt
> O=C(CN1CC(=O)Oc2ccccc21)OCC(=O)c1ccc(Br)cc1
  -2	-4	i	-1	0	5	86*	nt	nt	1.4
> Cc1ccc(S(=O)(=O)/N=S(/c2ccccc2)C(C)C)cc1 (stereo not given)
  5	2	-0.6	-5	-1	20	nt	40	0.1	-1.0
> Cc1cccc(N2CCN(S(=O)(=O)c3ccc4c(c3)CCCN4C(=O)C3CCC3)CC2)c1C
  -5	0	-0.7	0	-6	-6	7	5	-0.5	-1.1
> O=C(c1ccco1)c1cn(CC(=O)N2CCCc3ccccc32)c2ccccc12
  -11	8	i	33	8	-1	9	-16	nt	7.4
> CN(Cc1nc2ccccc2c(=O)[nH]1)C(=O)c1ccc(NC(=O)CSc2nnnn2C)cc1
  1	nt	-0.3	9	2	2	10	nt	-0.5	-0.4
> COc1ccc(C(=O)N/C(=C\c2cccc3ccccc23)C(=O)NCCc2c[nH]c3ccccc23)cc1OC
  -1	3	i	1	3	4	2	4	nt	0.4
> CCOCCCn1c(SCc2nc3ccccc3s2)nc2ccccc2c1=O
  0	7	-0.5	41	-74	-1	-15	-1	0.0	6.0
> CC(=O)Nc1cccc(-c2ccnc3c2CC(C(=O)NCc2ccc(N4CCN(C)CC4)cc2)O3)c1 (stereo not given)
  nt	nt	-0.8	-7	nt	-1	nt	nt	0.7	nt
> COc1cc(C(=O)N(C(C)C)C2CCCCC2)cc(OC)c1OC
  nt	nt	-0.2	-5	7	1	nt	nt	1.3	nt
> CCCCNC(=S)NCCN1CCN(C(=S)NCCCC)CC1
  3	-5	-0.3	-5	2	-6	-1	17	0.2	0.3
> CN(C)C(=O)On1c(-c2ccccc2)nc2ccc(Cl)cc21
  -1	1	i	-4	-2	2	4	-10	nt	1.5

Individual results from above:
CCOCCCn1c(SCc2nc3ccccc3s2)nc2ccccc2c1=O in MazF activator is entered as -74
COc1ccc(C(=O)N/C(=C\c2cccc3ccccc23)C(=O)NCCc2c[nH]c3ccccc23)cc1OC in Yp Topo-I inh is entered as 1

(list continues)
Value order: Rv3671c protease	3CLpro inhibitor	Vc quorum ag	Yp Topo-I inh	MazF activator	Anthrax LF inh2	SSB-PriA inh	DUSP3 inh	TcdB inh	PfHsp40 rescue
> O=C(O)CSCC(=O)NCc1ccccc1Cl
  7	1	-0.3	-8	7	-2	2	26	0.4	-0.5
> Cc1ccc(NC(=O)Cc2ccccc2Cl)cc1S(=O)(=O)N(C)C
  -4	2	-0.4	-4	-13	-1	-4	13	nt	-0.8
> COc1ccc(CNc2ncc(-c3ccc(Cl)cc3)n2C)c(OC)c1OC
  1	-4	i	5	-1	-1	-7	14	0.9	1.6
> O=S(=O)(Cc1ccccc1)N1CCc2ccccc2C1
  2	3	i	-10	1	-2	-1	-8	nt	0.5
> Cc1ccc2[nH]c(=O)c(C(c3nnnn3CCc3ccccc3)N3CCOCC3)cc2c1 (stereo not given)
  1	-7	i	-2	0	1	-13	10	nt	0.3
> COc1cccc(CNS(=O)(=O)c2ccccc2Br)c1OC
  nt	nt	1.1	3	3	1	1	nt	0.8	0.0
> COc1ccc(CCNS(=O)(=O)c2ccc(Cl)cc2)cc1OC
  -3	9	i	5	-15	13	-11	16	0.0	-1.2
> CCOc1ccc2oc(C(=O)NC3CCN(Cc4ccccc4)CC3)c(C)c2c1
  -2	2	i	23	6	-3	-3	33	1.6	-1.4
> CCOCCCNc1c(CC)c(C)c(C#N)c2nc3ccccc3n12
  -5	-2	-0.3	24	1	-2	-25	-4	-9.5	-0.8
> O=C(COc1ccccc1)N1CCN(C(=O)c2ccccc2F)CC1
  -4	5	3.1	7	4	-2	-11	-8	0.1	-1.0
> COC(=O)CC(=O)CSc1nc2c(cc1C#N)CCCCC2
  11	-3	-1.7	4	-1	4	-3	-1	1.5	2.9
> O=C(CSc1nnc(CNC(=O)c2ccco2)o1)NC1CCCC1
  6	2	i	-7	-5	-1	-15	-7	nt	1.5
> CC(=O)OCCCN1c2ccccc2Nc2nnc(-c3ccccc3)cc21
  -4	-3	i	31	2	-2	-2	18	nt	2.4
> COc1cccc(/C=C2\SC(=S)N(C(C)C(=O)NC3C=CS(=O)(=O)C3)C2=O)c1 (stereo not given)
  -26	-1	0.0	14	0	4	3	21	1.9	0.2
> Cc1cc(C)nc(NS(=O)(=O)c2ccc(NC(=O)CSc3ncn[nH]3)cc2)n1
  -6	-2	-0.1	-10	1	-4	-13	29	0.2	1.1
> Cc1ccc(CNC(=O)c2cc3ccccc3oc2=O)cc1
  -4	nt	-0.6	-8	-3	-7	-9	nt	1.3	1.4
> COc1ccc(/C(C)=N/NC(=O)Cc2c(C)nc(C)[nH]c2=O)cc1
  0	1	i	-7	1	-2	nt	2	0.1	-1.1
> CCN(CC)C(=O)CSc1nnc(-c2cccs2)n1Cc1ccco1
  3	-7	2.0	9	1	-6	-12	21	nt	-0.4
> O=C(CCS(=O)(=O)Cc1ccccc1F)NCCc1ccc(Cl)cc1
  4	4	i	15	3	-10	-10	1	-0.9	-1.7
> N#Cc1ccc(NC(=O)COC(=O)CCc2nc3ccccc3c(=O)[nH]2)cc1
  -2	2	i	-7	-3	-15	-3	12	1.6	-0.5
> COc1ccc(CCN2CC(C(=O)Nc3nccs3)CC2=O)cc1OC (stereo not given)
  9	nt	i	-7	-3	4	13	nt	2.7	0.9
> CCCCNCCS(=O)(=O)NCc1ccccc1
  nt	nt	-0.2	-1	5	0	13	nt	0.4	-0.8
> Cc1ccc(-c2nc3ccccc3o2)cc1NC(=S)NC(=O)c1cc2ccccc2o1
  -6	5	-0.3	-3	-13	0	-12	30	1.9	-1.1
> O=C(COC(=O)c1cc(=O)[nH]c2ccccc12)NCCc1ccccc1
  8	nt	i	-4	3	0	-6	nt	0.2	-1.6
> COC(CNC(=O)c1c[nH]c2ccc(S(=O)(=O)N3CCC4(CC3)OCCO4)cc2c1=O)OC
  -4	-1	-0.2	-5	0	-7	-18	21	nt	-0.1
> COc1cccc(CCNC(=O)COc2cccc3c2OC(C)(C)C3)c1
  -8	nt	i	24	2	1	-6	nt	0.4	0.7
> COc1ccc(/C=C/CN2CCN(Cc3ccc(C)cc3)C(CCO)C2)cc1 (stereo not given)
  1	0	0.5	-4	4	-6	-3	24	0.9	-0.5
> O=C(NCC1CCN(Cc2cccc(Cl)c2)CC1)Nc1ccc(Cl)cc1
  -4	-3	i	0	-1	6	-2	21	0.8	-0.9
> C=CC(C)(C)c1cc2cc3ccoc3cc2oc1=O
  -3	0	i	6	4	-8	-22	16	0.7	-0.6
> CCCOC(=O)Nc1nnc(CCC)s1
  -13	2	i	8	1	2	-5	44	-0.1	-1.9
> O=C(C[n+]1ccccc1)Nc1ccccc1Br
  8	2	0.3	-11	1	-3	-5	24	0.9	0.4
> COc1ccccc1C(=O)NCCC(=O)Nc1cccc(C)n1
  1	-4	4.3	3	-1	-2	-20	10	-4.2	0.0
> COc1ccc(CN(C)C(=O)CC(c2ccccc2)c2ccccc2)cc1
  5	5	-0.3	52*	0	15	-29	20	-3.7	9.4
> CCOc1ccc(NC(=O)c2cn(CC(C)C)c(=O)c3c2c2ccccc2n3C)cc1
  4	-3	-0.4	3	8	-1	-12	-15	nt	-1.3
> C=CCn1c(COc2ccccc2F)nnc1SCC(=O)c1c[nH]c2ccccc12
  -19	1	-0.3	-4	-3	-1	-6	38	1.6	-0.7
> Cn1c(Cn2nnc3ccccc32)nnc1SCC(=O)N1c2ccccc2CCc2ccccc21
  -10	-1	0.8	16	0	1	-2	19	0.7	1.4
> Cn1c(NC(=O)c2ccc(C(C)(C)C)cc2)cc(=O)n(C)c1=O
  7	-4	nt	5	5	-8	-6	12	0.8	-1.3
> CC(C)(C)C(=O)CN1C2=NCCN2c2ccccc21
  -21	-1	-0.3	-2	2	-2	10	18	1.0	-0.4
> Cc1cccc(-c2nc3cc([N+](=O)[O-])ccc3o2)c1
  -1	0	-0.2	5	1	2	-15	-5	1.1	0.3
> COc1ccc2cc(C(=O)N3CCN(c4ccc(F)cc4)CC3)[nH]c2c1
  -6	2	i	6	-10	-6	10	-8	-0.9	0.8
> Nc1cc(N)nc(SCC(=O)NCc2ccc3c(c2)OCO3)n1
  -1	nt	-1.2	8	-2	-5	-3	nt	3.2	-0.9
> COc1ccc(C2C3=C(CC(C)(C)CC3=O)N(C)C3=C2C(=O)CC(C)(C)C3)cc1OC
  -5	5	0.2	-11	-7	-11	-12	7	0.8	3.4
> CCC(C)c1ccccc1NC(=S)NC(=O)c1ccco1 (stereo not given)
  -5	5	i	13	-3	-9	-9	9	2.5	6.6
